# Source: PubChem (Sanford-Burnham Center for Chemical Genomics)
# mIAP act: increases mouse intestinal alkaline phosphatase activity; muIAP, CDP-Star luminescence, 30 min; stronger effect = higher value; 1 = vehicle-only enzyme signal, 0 = enzyme-free wells; activation factor at 10 µM; actives 0.24% (n = 330,000); AID 2805;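 active = activation factor of at least 2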; note: the source names both 10 and 20 µM as test concentration; values of inactives mirror those of a sister screen read the other way
#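 Assay system: mouse IAP enzyme / Compound: DMSO-dissolved test compounds / Timing: 30 min, room temperature / Measured by: luminescence from enzymatic CDP-Star hydrolysis / Control set: DMSO-only wells, enzyme-free buffer wells as negative control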
# MPTP block: permeability transition pore inhibition. isolated mouse mitochondria, Ca2+ swelling absorbance, 30 min. inhibition, % at 10 µM. actives 1.4% (n = 360,000);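 active = inhibition of 50% or more, scaled per plate between neutral and stimulator controls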;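 note: 0% = DMSO wells given calcium and 100% = 1 mM EGTA wells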
# NR3A LBD binder: NR3A (human) ligand-binding domain modulation; NR3A LBD differential scanning fluorimetry, Tm shift; 0% = protein alone, 100% = glycine-bound protein; Tm shift relative to glycine control, % at 25 µM; actives 2.5% (n = 340,000); AID 1259313;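 active = melting temperature shift of at least 10% of the positive control shift, at one fixed dose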
# hIAP inh: blocks human intestinal alkaline phosphatase. P09923. purified IAP, CDP-Star luminescence, 30 min. inhibition, % at 10 µM. actives 0.12% (n = 330,000). AID 2544;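 active = inhibition reaching a set limit with compound at 10 µM in the primary screen, cut at about 35% in these data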;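 note: plate controls were DMSO wells with enzyme for no effect and no-enzyme buffer wells for full effect; values of inactives mirror those of a sister screen read the other way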
# Target sequence (P09923 whole entry, looked up): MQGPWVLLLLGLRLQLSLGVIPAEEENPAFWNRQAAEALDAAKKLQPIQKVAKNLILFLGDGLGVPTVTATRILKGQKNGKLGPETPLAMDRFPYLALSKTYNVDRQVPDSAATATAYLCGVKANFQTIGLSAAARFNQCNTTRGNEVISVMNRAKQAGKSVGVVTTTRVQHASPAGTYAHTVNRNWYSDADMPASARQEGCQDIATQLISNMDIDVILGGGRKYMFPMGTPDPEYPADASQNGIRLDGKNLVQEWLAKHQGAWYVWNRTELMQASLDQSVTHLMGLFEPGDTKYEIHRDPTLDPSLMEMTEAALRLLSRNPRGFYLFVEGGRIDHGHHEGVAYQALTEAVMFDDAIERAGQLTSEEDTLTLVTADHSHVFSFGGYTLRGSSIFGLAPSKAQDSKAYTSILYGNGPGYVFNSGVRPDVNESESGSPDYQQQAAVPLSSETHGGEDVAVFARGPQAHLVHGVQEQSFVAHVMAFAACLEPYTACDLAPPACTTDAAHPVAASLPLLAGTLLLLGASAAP
# mIAP inh: mouse IAP inhibition; purified mouse IAP, CDP-Star luminescence, 30 min; inhibition, % at 10 µM; actives 0.2% (n = 330,000); AID 2806;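 active = inhibition of at least 40% at 10 µM in the primary screen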;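 note: plate controls were DMSO with enzyme for no effect and no enzyme wells for full effect; values of inactives mirror those of a sister screen read the other way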
# APOBEC3A inh: human APOBEC3A DNA deaminase inhibition. recombinant A3A, FAM/TAMRA ssDNA deamination fluorescence. actives 0.41% (n = 330,000). inhibition, % at 20 µM;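 active = at least 40% inhibition at 20 µM here, with at most 30% in a related deaminase screen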;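 note: plate controls were A3A with DMSO for no effect and wells lacking A3A enzyme for full effect; some results filed as inactive read as strong as hits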
# Target sequence (P31941 whole entry, looked up): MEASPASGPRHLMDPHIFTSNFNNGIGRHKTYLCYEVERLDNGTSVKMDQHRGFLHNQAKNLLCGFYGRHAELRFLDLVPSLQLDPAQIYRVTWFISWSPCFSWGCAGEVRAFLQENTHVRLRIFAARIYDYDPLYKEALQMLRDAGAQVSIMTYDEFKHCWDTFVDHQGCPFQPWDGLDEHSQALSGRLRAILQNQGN
# hIAP act: human IAP activation; P09923; purified human IAP, CDP-Star luminescence, 30 min; stronger effect = higher value; 1 = vehicle-only enzyme, 0 = enzyme-free background; activation factor at 10 µM; actives 0.16% (n = 330,000);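 active = activation factor of the enzyme at least 2-fold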; note: the source names both 10 and 20 µM as test concentration; values of inactives mirror those of a sister screen read the other way
# MIN6 prolif: induces beta-cell replication in MIN6 cells | MIN6 cells proliferation, ATPlite luminescence, 48 h; cells starved in 0.2% serum; 100% = growth in 10% serum | proliferation, % at 10 µM | actives 0.29% (n = 330,000) | AID 2380;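 active = compounds whose signal lies at least 3.5 SD above the mean of all wells on their plate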;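 note: 0% = DMSO-treated cells in low-serum medium and 100% = 10% serum control; some compounds called inactive have numbers as strong as hits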
# APOBEC3G inh: inhibitors of human APOBEC3G DNA deaminase | Q9HC16 | inhibition, % at 20 µM | actives 0.28% (n = 330,000) | recombinant A3G, ssDNA deamination FAM/TAMRA fluorescence;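 active = inhibition of at least 40% at 20 µM, with no more than 30% in the related APOBEC3A deaminase screen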;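 note: plate controls were DMSO wells with A3G for no effect and wells lacking A3G enzyme for full effect; some compounds called inactive have numbers as strong as hits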
# Target sequence (Q9HC16 whole entry, looked up): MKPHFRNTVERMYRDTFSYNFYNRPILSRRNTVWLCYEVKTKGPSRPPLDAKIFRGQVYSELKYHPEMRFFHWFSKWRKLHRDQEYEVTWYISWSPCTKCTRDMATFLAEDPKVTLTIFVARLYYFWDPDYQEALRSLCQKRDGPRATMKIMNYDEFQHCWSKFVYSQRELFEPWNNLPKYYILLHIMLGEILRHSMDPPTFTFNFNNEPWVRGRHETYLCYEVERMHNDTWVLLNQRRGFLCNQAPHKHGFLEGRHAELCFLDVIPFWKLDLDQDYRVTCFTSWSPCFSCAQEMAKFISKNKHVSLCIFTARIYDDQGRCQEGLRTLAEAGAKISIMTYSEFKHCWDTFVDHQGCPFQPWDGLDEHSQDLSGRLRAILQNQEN
# Active calls of the source: *.
# Each structure is followed by: mIAP act, MPTP block, NR3A LBD binder, hIAP inh, mIAP inh, APOBEC3A inh, hIAP act, MIN6 prolif, APOBEC3G inh
- Cc1cc(C)c(NC(=O)c2ccc(CNS(=O)(=O)c3cc(C(F)(F)F)ccc3Cl)cc2)c(C)c1
    0.91, 1.3, 3, 10, 9, -4, 0.9, -3, -7
- Cc1cc(=O)oc2cc(O[C@@H]3O[C@H](CO)[C@H](O)[C@H](O)[C@H]3O)ccc12
    0.98, -1.7, -2, 9, 2, 2, 0.91, -1, -3
- Cc1ccc(S(=O)(=O)NCC(=O)N(CC(=O)NCc2ccco2)Cc2ccco2)cc1
    1, -1.9, -1, -26, -4, -3, 1.3, -1, -15
- c1ccc2c(c1)COC(CN1CCCCC1)OC2
    1.1, -0.3, 0, 4, -7, 2, 0.96, -4, -10
- CC(=O)Nc1ccc(NC(=O)c2ccccc2-n2cnnn2)cc1
    0.95, -2.4, -1, 8, 4, 6, 0.92, 0, -8
- CCc1nnc(NC(=O)c2c(O)c3c([nH]c2=O)CCCC3)s1
    1, 2.4, 1, -6, -1, -2, 1.1, 0, -5
- CC(C)N(CC(=O)Nc1ccc(Cl)cc1C(F)(F)F)C(=O)CCl
    1.1, -1.6, 0, -4, -8, 2, 1, -1, -6
- CCN(CC(=O)Nc1ccc(NC(C)=O)cc1)C(=O)c1oc2ccccc2c1C
    1, -0.8, -1, -1, 0, 8, 1, -2, -11
- CCOc1ccc(NS(=O)(=O)c2cc(OCC(N)=O)c(C)cc2Cl)cc1
    0.9, -0.4, 6, 15, 10, 2, 0.85, -1, -4
- O=C(O)C1CCN(S(=O)(=O)c2ccc(Oc3ccccc3)cc2)CC1
    0.98, -0.6, 1, 14, 2, 0, 0.86, 3, -6
- O=C1CC(C(=O)N(c2cccc(F)c2)C(C(=O)NC2CCCC2)c2ccccn2)CS1 (stereo unspecified)
    0.99, -1.0, 0, -2, 1, 2, 1, 4, 2
- O=C(NCCc1cccs1)C1CC(c2cccc(F)c2)=NO1 (stereo unspecified)
    0.98, -2.8, -1, -6, 2, -3, 1.1, -2, -3
- O=C(CSc1nnc(CNC(=O)c2ccc(F)cc2)o1)NCCc1ccccc1
    1, 0.2, -1, -2, -3, 2, 1, 1, -3
- CC(=O)n1cc(/C=N/NC(=O)c2ccccc2O)c2ccccc21
    1.1, 0.1, 32*, 11, -8, -1, 0.89, -3, -4
- O=C(/C=C/c1ccc([N+](=O)[O-])cc1)NCCc1ccc(F)cc1
    0.94, 5.9, -1, -5, 6, -1, 1.1, -1, -9
- COc1ccc(C2=CC3=C(Br)C(=O)C(C)(OC(=O)c4cccs4)C(=O)C3=CO2)cc1 (stereo unspecified)
    0.89, 6.8, -21, 12, 11, 9, 0.88, -3, -6
- CCOc1cc(C(=O)N(C)Cc2cc3cc(OC)ccc3[nH]c2=O)cc(OCC)c1OCC
    1, 0.3, -4, 13, -4, 34, 0.87, -2, 13
- CCS(=O)(=O)N1CCCC(C(=O)NCc2cccnc2)C1 (stereo unspecified)
    1.1, -1.6, 0, -11, -8, 7, 1.1, 0, 2
- CCO[C@@H]1OC(C(=O)N2CCCCCCC2)=C[C@H](c2csc3ccccc23)[C@H]1CCCO
    0.93, -1.3, -7, -6, 7, 2, 1.1, -7, 4
- COc1ccc(C(=O)Nc2ccc(Cl)c(S(=O)(=O)N3CCOCC3)c2)cc1
    1, 0.0, 2, -13, 0, 1, 1.1, -3, 1

# Profiles, quoted from the list. Values in the order: mIAP act	MPTP block	NR3A LBD binder	hIAP inh	mIAP inh	APOBEC3A inh	hIAP act	MIN6 prolif	APOBEC3G inh
# Entry for COc1ccc(C2=CC3=C(Br)C(=O)C(C)(OC(=O)c4cccs4)C(=O)C3=CO2)cc1 (stereo unspecified) : 0.89	6.8	-21	12	11	9	0.88	-3	-6
# Entry for Cc1cc(C)c(NC(=O)c2ccc(CNS(=O)(=O)c3cc(C(F)(F)F)ccc3Cl)cc2)c(C)c1 : 0.91	1.3	3	10	9	-4	0.9	-3	-7
# Entry for Cc1ccc(S(=O)(=O)NCC(=O)N(CC(=O)NCc2ccco2)Cc2ccco2)cc1 : 1	-1.9	-1	-26	-4	-3	1.3	-1	-15
# Entry for CCO[C@@H]1OC(C(=O)N2CCCCCCC2)=C[C@H](c2csc3ccccc23)[C@H]1CCCO : 0.93	-1.3	-7	-6	7	2	1.1	-7	4

# More records follow.
# Each structure is followed by: mIAP act, MPTP block, NR3A LBD binder, hIAP inh, mIAP inh, APOBEC3A inh, hIAP act, MIN6 prolif, APOBEC3G inh
- CCOc1ccc(CN2CCN(C(=O)c3ccccc3)CC2)cc1
    1, 1.3, -1, 0, 0, 2, 1, 0, 2
- CCn1c(CCC(N)=O)nnc1SCC(=O)c1cc(C)n(C2CC2)c1C
    0.92, -3.2, 0, 13, 8, -5, 0.87, 1, -7
- CC(=O)c1cccc(NS(=O)(=O)c2cc3c(cc2C)N(C(C)=O)CCO3)c1
    1, -1.0, 0, -7, 0, -4, 1.1, -4, -6
- Cc1ccc(C(C(=O)NC2CCCC2)N2CCCCC2)cc1 (stereo unspecified)
    0.89, -0.7, 3, 20, 11, 0, 0.8, -4, 0
- CC(/C=C/c1ccccc1)=N\NC(=S)NC(C)C
    1, 1.8, -2, 1, -1, -4, 0.99, -4, -6
- CCCC1C(c2ccc(OC)cc2)C(C#N)(C#N)C2(C#N)CC1(N)NC2=O (stereo unspecified)
    1.1, -0.2, -1, 2, -15, 0, 0.98, 2, 4
- CCN(C(=O)COC(=O)c1cc(S(=O)(=O)N2CCc3ccccc32)ccc1OC)C1CCS(=O)(=O)C1 (stereo unspecified)
    0.93, -0.1, -1, 9, 7, 2, 0.91, -1, -3
- Cc1cc(SCC(=O)NCC(c2cccs2)N2CCOCC2)c(C)cc1Br (stereo unspecified)
    1, -1.2, 1, -6, 0, 0, 1.1, -4, -7
- CCOC(=O)Cc1csc(NC(=O)c2cccc(OC)c2)n1
    1.1, -0.6, 1, 14, -8, 2, 0.86, 0, 0
- COc1ccc(C(=O)COC(=O)CCN=C2NS(=O)(=O)c3ccccc32)c(OC)c1
    1, -2.4, 5, 10, -5, -3, 0.9, 2, -7
- Cc1cc(C(=O)O)ccc1-c1ccc(/C=C2\NC(=O)N(Cc3ccccc3Cl)C2=O)o1
    0.89, 0.4, -14, 10, 11, 35, 0.9, -2, 16
- COc1cccc(OC)c1Oc1ccc(C(F)(F)F)cn1
    0.97, 0.9, 1, 16, 3, -7, 0.84, -2, -8
- COc1ccc(Cl)cc1NC(=S)Nc1cccnc1
    0.87, -0.2, -4, 5, 13, 1, 0.95, 0, 7
- CCn1ncc([N+](=O)[O-])c1C(=O)N1CCCC1
    1.1, -2.4, 0, -3, -8, 2, 1, 5, 0
- COC(=O)c1ccccc1CSc1nsc(/C=C/N(C)C)c1C#N
    0.93, 1.0, 16*, 9, 7, -4, 0.91, -4, 2
- COC(=O)C1=C(C)N(Cc2ccccc2)C(=NCc2ccco2)N[C@H]1c1cccc(F)c1
    0.93, 0.4, 0, -2, 7, 38, 1, -6, 20
- O=c1c(-c2ccc(F)cc2)[n+]([O-])c2ccccc2n1OCc1ccccn1
    1.1, -1.1, 0, -20, -14, -4, 1.2, 0, -8
- COC(=O)c1scc(C)c1NC(=O)C1CCCCC1
    1.2, -0.4, 3, 19, -16, 1, 0.81, 1, 2
- CCOCCOC(=O)C1=C(C)N(C)C(=O)NC1c1ccccc1F (stereo unspecified)
    1.1, 0.8, -2, 0, -12, -4, 1, 1, -7
- Cc1ccc(S(=O)(=O)N2CCN(C(=O)CSc3nc4ccccc4o3)C2)cc1
    1.1, 0.6, 0, -16, -7, -4, 1.2, -2, -7

# Look-ups from the list.
# CCc1nnc(NC(=O)c2c(O)c3c([nH]c2=O)CCCC3)s1 in hIAP act: 1.1
# COc1ccc(C2=CC3=C(Br)C(=O)C(C)(OC(=O)c4cccs4)C(=O)C3=CO2)cc1 (stereo unspecified) in hIAP act: 0.88

# (more compounds)
# Each structure is followed by: mIAP act, MPTP block, NR3A LBD binder, hIAP inh, mIAP inh, APOBEC3A inh, hIAP act, MIN6 prolif, APOBEC3G inh
- NS(=O)(=O)c1ccc(NC(=O)/C(=C/c2ccncc2)NC(=O)c2ccccc2)cc1
    1, -3.0, 1, 6, -2, -2, 0.94, 0, -7
- O=C(CC1c2ccccc2Oc2ccccc21)Nc1ccccc1C(F)(F)F
    1, 6.8, -5, 17, -4, -1, 0.83, 0, -4
- Cc1nn(-c2ccccc2)c(Cl)c1C(=O)NCC1CCCO1 (stereo unspecified)
    1, -0.3, -3, 6, -4, -1, 0.94, 2, -2
- CCc1c(C)nc(SCC(=O)Nc2ccc(Br)cc2)[nH]c1=O
    0.99, 0.8, -1, 12, 1, 0, 0.88, -1, -1
- C=CCn1c(COc2ccc(CC)cc2)nnc1SC/C(O)=C(\C#N)c1nc2ccccc2[nH]1
    1, -4.5, -3, -31, 0, -4, 1.3, -2, -8
- CCOC(=O)/C(=N\Nc1cc(Cl)ccc1Cl)N1CCN(CC)CC1
    0.96, 7.1, -1, 7, 3, -3, 0.93, -5, -6
- COc1cc(C2C(C#N)=C(N)N(N(C)C)C3=C2C(=O)CC(C)(C)C3)ccc1O (stereo unspecified)
    0.97, 0.3, 1, 5, 3, -2, 0.95, 1, -1
- CN(C(=O)COC(=O)CCc1c[nH]c2ccccc12)C(c1ccccc1)c1ccccc1
    0.98, -1.3, -11, -10, 2, -3, 1.1, -2, -8
- Cc1cc(NC(=O)c2cc(-c3ccccc3C)nc3ccccc23)no1
    0.89, 1.3, -3, 14, 11, 0, 0.86, -3, -3
- Cc1cc(C)nc(SC(C)C(=O)Nc2ccc(S(N)(=O)=O)cc2)n1 (stereo unspecified)
    0.92, 0.7, -4, 2, 8, 1, 0.97, 4, -1
- COc1cccc(C(=O)NCC(c2ccco2)N2CCOCC2)c1 (stereo unspecified)
    0.99, -1.9, 0, 4, 1, -3, 0.96, -3, -7
- O=C(CSc1nnc(NC(=O)C2CC2)s1)Nc1ccccc1Cl
    1, 2.5, -1, -5, -3, -4, 1.1, -5, -10
- O=C1OC(c2ccccc2)=C/C1=C/N1CCCCC1
    0.91, 1.4, 0, -1, 9, -3, 1, -4, 3
- CC(=O)c1cccc(NC(=O)CSc2nc3ccccc3c(=O)n2CCCN2CCOCC2)c1
    1, -0.1, 2, 4, -5, 3, 0.96, -2, -5
- CC12CCC(=O)N1C(C(=O)NCCc1ccc(F)cc1)CS2 (stereo unspecified)
    1, -1.7, 1, -4, -2, -1, 1, -2, -9
- CC(=O)Nc1c(Cl)cnn(-c2ccccc2)c1=O
    0.95, -0.3, 0, -6, 5, -1, 1.1, -4, 1
- Nc1nonc1C(=O)N/N=C/c1cc2c(cc1Br)OCO2
    1.1, 1.8, -1, 2, -6, -1, 0.98, -3, 8
- CSc1ccc(/C=C(/Sc2nnc(-c3ccccc3)o2)C(=O)O)cc1
    0.94, -1.8, -1, 8, 6, 1, 0.92, 0, -3
- Cc1ncc([N+](=O)[O-])n1CC(=O)Nc1ccc(OC(F)(F)Cl)cc1
    1.1, -1.0, 0, 11, -9, 3, 0.89, -6, 4
- Cc1nn(C)c(C(=O)NNC(=S)NCC(C)C)c1Cl
    0.83, 2.2, 2, -19, 17, 3, 1.2, 0, 2
- COc1ccccc1CNC(=O)C(C)Sc1ccc(C)cc1 (stereo unspecified)
    0.96, 0.8, 1, 14, 4, 3, 0.86, 0, -2
- COc1ccccc1OCC(=O)NCc1n[nH]c(=O)c2ccccc12
    0.95, 0.8, 1, 3, 5, -4, 0.97, 4, -4
- O=C(COC(=O)Cc1ccsc1)Nc1ccc(Cl)cn1
    0.99, -1.8, 0, -2, 1, -1, 1, -4, -11
